# High-throughput results: PubChem BioAssay, several laboratories
# GDH-TPI counter – GDH-TPI coupled enzyme inhibition counter-screen; GDH-TPI coupled enzyme counterscreen, NADH absorbance; inhibition, % at 4.8 µM; 360,000 tested, 1.2% active; in the data active = inhibition above about 30%;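 note: 0% = DMSO wells and 100% = wells lacking the enzyme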
# FadD28 FP inh – inhibitors of Mycobacterium tuberculosis FadD28 bisubstrate binding. FadD28 bisubstrate probe binding, fluorescence polarization. AID 588549. 360,000 tested, 0.22% active. inhibition, % at 12.5 µM; in the data active = inhibition above about 8.5%, passing the limit was not always enough; inconclusive = no clear call, values can overlap the other calls
# BioA inh – blocks M. tuberculosis BioA enzyme activity; purified M. tuberculosis BioA enzyme, plate reader; inhibition, % at 9.99 µM; 360,000 tested, 0.096% active; in the data active = inhibition above about 40%; inconclusive = no clear call, values can overlap the other calls
# Yp Topo-I inh – Y. pestis Topo-I inhibition via cleavage products | activity, % at 10 µM | AID 504884 | Y. pestis Topo-I cleavage product accumulation, plate reader | 360,000 tested, 0.064% active; in the data active = activity above about 50%, passing the limit was not always enough; inconclusive = no clear call, values can overlap the other calls; note: inactives centre near 2
# TcdB GH inh – TcdB glycohydrolase inhibition | inhibition, % at 9.99 µM | AID 652162 | 350,000 tested, 0.24% active | P18177 | TcdB glycohydrolase enzymatic assay, plate reader; in the data active = inhibition above about 10%
# PfHsp40 yeast – compounds rescuing yeast from Plasmodium falciparum HSP40 toxicity | AID 504582 | S. cerevisiae expressing PfHsp40, growth rescue, ATP luminescence | 340,000 tested, 0.68% active | growth rescue, % at 12.5 µM; in the data active = growth rescue above about 28%, passing the limit was not always enough; inconclusive = no clear call, values can overlap the other calls;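 note: yeast W303a lacking pdr1 and pdr3 grown in galactose medium; growth measured after three days at 30 °C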
# BH1578 lux ind – quorum light induction in luxS cqsA deficient V. cholerae | V. cholerae BH1578 lux reporter, luminescence, 6 h | activation, % at 18.7 µM | 350,000 tested, 0.16% active; in the data active = activation mostly above about 9.7%, no sharp cut-off; inconclusive = no clear call, values can overlap the other calls; inactive = mostly below about 3.7%; note: not every result past the cut was called active; inactives centre near 0; reference of the scale not given here
# FBA Mtb inh – inhibitors of M. tuberculosis fructose-bisphosphate aldolase; P9WQA3; AID 588726; 360,000 tested, 2.3% active; purified M. tuberculosis FBA, fluorescence read-out; inhibition, % at 1 µM; in the data active = inhibition above about 27%;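 note: 0% = vehicle and 100% = reference inhibitor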
# Target sequence (P9WQA3 whole entry, looked up): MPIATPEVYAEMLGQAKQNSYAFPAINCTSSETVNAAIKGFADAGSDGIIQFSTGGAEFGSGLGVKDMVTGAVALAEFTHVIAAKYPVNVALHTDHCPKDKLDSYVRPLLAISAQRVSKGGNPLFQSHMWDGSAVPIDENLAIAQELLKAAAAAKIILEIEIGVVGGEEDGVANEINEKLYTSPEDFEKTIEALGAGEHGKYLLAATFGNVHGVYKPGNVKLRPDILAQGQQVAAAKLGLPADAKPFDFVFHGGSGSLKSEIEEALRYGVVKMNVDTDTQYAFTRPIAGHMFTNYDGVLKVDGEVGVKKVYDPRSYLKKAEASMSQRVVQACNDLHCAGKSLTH
# UGM FP inh – Mtb UDP-galactopyranose mutase inhibition. P9WIQ1. purified UGM, fluorescence polarization probe displacement. inhibition, % at 10 µM. 320,000 tested, 0.06% active. AID 504406; in the data active = inhibition above about 10%, passing the limit was not always enough; inconclusive = no clear call, values can overlap the other calls
# Target sequence (P9WIQ1 whole entry, looked up): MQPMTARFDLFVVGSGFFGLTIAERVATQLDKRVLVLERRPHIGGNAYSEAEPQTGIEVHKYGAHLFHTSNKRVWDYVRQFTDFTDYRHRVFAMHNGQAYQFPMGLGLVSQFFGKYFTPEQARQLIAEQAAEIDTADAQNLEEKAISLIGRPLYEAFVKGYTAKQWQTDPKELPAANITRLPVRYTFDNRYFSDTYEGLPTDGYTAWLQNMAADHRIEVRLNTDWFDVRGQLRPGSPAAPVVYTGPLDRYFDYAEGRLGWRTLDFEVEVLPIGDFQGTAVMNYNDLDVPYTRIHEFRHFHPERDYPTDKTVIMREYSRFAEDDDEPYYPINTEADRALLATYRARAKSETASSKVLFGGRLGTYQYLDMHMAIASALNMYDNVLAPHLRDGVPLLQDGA
# * marks the source's active call; other numbers are inactive results; i = inactive; ? = inconclusive; . = no result given; + = active, no number; & = joins results of further samples.
no.	molecule	UGM FP inh	TcdB GH inh	PfHsp40 yeast	Yp Topo-I inh	BioA inh	GDH-TPI counter	BH1578 lux ind	FadD28 FP inh	FBA Mtb inh
1	O=C(O)c1cccc(S(=O)(=O)Nc2ccc(S(=O)(=O)N3CCOCC3)cc2)c1	-0.4	0.9	-2.0	11	-2.1	0	i	-1.0	2
2	O=C(CN1C(=O)NC(Cc2c[nH]c3ccccc23)C1=O)Nc1cccc(S(=O)(=O)N2CCCC2)c1 (centres undefined)	0.2	0.1	1.4	-13	.	-6	3.1	3.9	-3
3	Cc1n[nH]c(C)c1S(=O)(=O)N1CCN(S(=O)(=O)c2cccc(F)c2)CC1	.	-1.1	-0.8	5	0.3	2	-0.9	1.1	-2
4	O=c1[nH]c(=O)n(C2CCCCCC2)c(O)c1C=NCCCN1CCOCC1	-1.7	.	-1.7	2	3.9	9	0.5	0.8	4
5	O=C(Nc1ccccc1)c1ccccc1OCC(O)CN1C(=O)c2ccccc2S1(=O)=O (centres undefined)	-0.1	.	?	-3	-2.0	7	-0.7	-3.7	0
6	O=C(CN1CCN(S(=O)(=O)c2ccccc2)CC1)Nc1ccc2c(c1)OCO2	0.0	.	-1.4	4	2.2	-2	-0.8	-4.4	-2
7	COc1ccc(CCNC(=O)CCCn2ncn3c(cc4occc43)c2=O)c(OC)c1	2.9	-0.3	-0.5	4	.	9	i	-1.5	-2
8	NC(=NCCc1ccccc1)NS(=O)(=O)c1ccc2ccccc2c1	-0.7	.	-0.7	-8	.	-1	-0.3	-2.7	-1
9	Cc1ccc2cc3c(nc2c1)N(c1ccccc1)CC3	2.0	0.6	2.0	3	0.4	6	0.3	0.3	47*
10	C[C@@H]1CN([C@@H](C)CO)C(=O)CCCn2nncc2CO[C@@H]1CN(C)C(=O)Nc1ccnc(N2CCOCC2)c1	.	-0.4&0.2	.	6	1.0	-2	-0.3	-0.7	3
11	CC(C)(C)NS(=O)(=O)c1cc2c3c(c1)CCN3C(=O)CC2	-0.8	-1.2	0.0	0	-0.7	1	-0.5	-2.9	1
12	CC(CN1CCCC(C(N)=O)C1)c1ccccc1 (centres undefined)	4.4	.	-0.5	-1	-0.8	17	i	-1.3	7
13	COc1ccc(S(=O)(=O)N2CCCC2=O)cc1N(C)S(C)(=O)=O	1.4	0.6	1.2	4	-0.1	0	i	-3.8	-5
14	Cc1ccc(S(=O)(=O)N2CCN(C(=O)CSc3nnc(C)c(=O)[nH]3)CC2)cc1	2.0	.	-1.2	-7	-3.6	-2	-11	0.3	3
15	COC(=O)c1c(-c2ccc(F)cc2)csc1NC(=O)c1ccco1	-2.2	.	-0.6	27	.	20	-12	-1.1	8
16	O=C(COC(=O)c1ccc2c(c1)OCO2)NCc1ccc(Cl)cc1	3.3	.	0.8	10	-0.9	-7	.	-4.4	2
17	CC(C)CC1C(=O)N(Cc2cn(CCC3OCCCO3)nn2)CCS(=O)(=O)N1Cc1ccc(-c2cccc(CO)c2)cc1 (centres undefined)	.	1.0	.	21	-0.5	2	1.3	-11	-2
18	CC(C)N(C(=O)Cn1c(Cl)nc2ccccc21)C(C)C	0.7	-4.2	-1.7	-1	1.3	-3	i	-0.4	0
19	Cc1ccccc1NS(=O)(=O)c1cc(C(=O)NCCC2=CCCCC2)ccc1C	-0.3	0.6	1.0	1	-0.1	7	-1.7	1.3	5
20	O=C(CCCN1C(=O)/C(=C/c2ccccc2Cl)SC1=S)NNC(=O)c1ccccc1	0.0	0.6	0.5	-8	1.3	12	0.1	-1.2	1
21	CC(C)c1ccc(-c2cc(C(=O)NN3CCN(C)CC3)c3ccccc3n2)cc1	-1.5	.	-0.6	-17	9.4	-6	-0.2	-1.3	2
22	Oc1ccccc1/C=N/NC(=S)NC1CC2C=CC1C2 (centres undefined)	1.5	-1.6	?	3	.	26	-0.6	-2.8	3
23	C=CS(=O)(=O)c1c2cc(OC)ccc2nc2ccc(OC)cc12	.	1.4	-0.3	5	.	9	5.6	-1.8	38*
24	COc1ccc(-c2noc(CN3CCN(C(=O)c4cccs4)CC3)n2)c(OC)c1OC	-0.5	0.9	0.3	17	1.2	-1	-0.2	-0.7	0
25	CCOc1nc2ccccc2cc1C=O	-2.4	1.7	-1.6	0	.	-1	-0.2	-2.4	5
26	CC(C)CCCN1C(N(C)C)=NC[C@@H]1Cc1ccccc1	0.1	0.8	-0.3	-4	-0.9	7	i	-0.9	0
27	Cc1onc(C(=O)Nc2c(C)n(C)n(-c3ccccc3)c2=O)c1[N+](=O)[O-]	1.6	0.2	-1.7	3	-1.2	-2	-0.6	0.1	-4
28	CN(CC(=O)NCCc1ccc(S(N)(=O)=O)cc1)S(=O)(=O)/C=C/c1ccccc1	-2.3	0.7	0.7	3	-2.2	-6	-0.4	0.8	2
29	CC(=O)c1c(C)[nH]c(C(=O)N2CCc3ccccc32)c1C	-2.5	.	-0.1	3	1.4	3	i	-0.1	-3
30	O=P(Nc1cccc(F)c1)(Oc1ccccc1F)Oc1ccccc1F	3.2	-0.6	-0.7	-10	.	-4	-0.5	-0.5	0
31	COc1ccc(C2=NOC(C(=O)NCc3ccco3)C2)cc1OC (centres undefined)	2.3	.	2.0	3	.	-1	i	-1.2	-1
32	CCOC(=O)c1cc(S(=O)(=O)NCCc2ccc(OC)c(OC)c2)cn1C	-2.7	1.0	1.2	2	0.2	2	-0.3	-4.0	-2
33	CC(=O)Nc1ccc(S(=O)(=O)N2CCNC(=O)C2)cc1	2.0	-0.2	-1.7	-6	.	-14	-3.8	-4.6	-2
34	Cc1ccc([C@H]2C[C@@H](n3cc(C4CC4)nn3)[C@H](O)CN2C(=O)C2CCCCC2)cc1	.	1.0	.	21	.	-4	-0.2	-4.8	-2
35	Cc1ccc(-n2c([O-])nc(-[n+]3ccccc3)c2C=O)cc1	-0.9	.	-1.1	9	-0.2	12	-5.0	0.6	-1
36	Nc1ccc(-c2nc3ncccc3o2)c(Cl)c1	2.9	0.7	0.9	2	1.5	47*	i	-0.8	91*
37	Cc1cccc(CNc2ncnc3ccc(-c4cccnc4)cc23)c1	1.8	1.5	0.2	0	3.3	8	i	-3.1	7
38	C/C(=N\N1CCN(c2ccccc2)CC1)c1ccccc1O	1.6	1.7	0.5	4	-0.5	3	-0.8	-3.5	-2
39	CCc1cccc2c(C(=O)CN3C(=O)C(=O)N(C4CCCC4)C3=O)c[nH]c12	1.3	2.0	0.0	-19	.	10	i	14*	-2
40	NCCNc1ccc([N+](=O)[O-])cc1	-7.0	1.1	-0.5	6	.	10	3.7	-1.8	-6
41	Cn1c(SCC(=O)NC(=O)Nc2ccccc2)nnc1-c1ccncc1	1.7	-0.1	.	0	-0.3	6	i	-2.2	2
42	COCC(=O)Oc1c(Sc2ccccc2[N+](=O)[O-])c(C)nn1C(C)(C)C	0.3	-1.9	2.2	10	-5.0	10	i	-1.0	-4
43	COc1ccc(O)c(-c2[nH]ncc2C(=O)c2ccccc2)c1	-1.3	.	0.9	2	1.5	-2	i	1.9	0
44	CCCCN(C(=O)CSc1nnc(-c2ccccc2)n1C)c1c(N)n(Cc2ccccc2)c(=O)[nH]c1=O	0.2	.	1.1	19	.	6	-0.2	1.4	-1
45	COc1ccc(C(=O)N2CCCC(C)(C(=O)NS(=O)(=O)C3CC3)C2)cc1 (centres undefined)	.	-3.1	.	5	-0.6	-3	i	-4.2	-2
46	COCCC(=O)N1CCC(Oc2ccc(C(=O)NCCSC)cc2)CC1	3.1	0.5	-0.8	1	-0.5	4	1.0	-0.6	9
47	O=C(CN1CC(c2ccccc2)CC1=O)Nc1ccc2c(c1)OCO2 (centres undefined)	-0.2	0.3	-0.9	2	-1.4	11	-0.4	-2.0	5
48	Cc1ccc(C(C)C)c(OC(=O)/C=C/c2ccccc2)c1	0.4	.	-0.4	2	1.6	0	-0.4	-0.8	3
49	COc1cc(C(C(=O)NC(C)(C)C)N(Cc2ccc3c(c2)OCO3)C(=O)c2cnccn2)cc(OC)c1OC (centres undefined)	-3.9	0.4	1.4	-7	-2.6	6	-1.8	1.2	2
50	C/C(=N\Nc1nc(C)cc(C)n1)c1ccc(C)o1	-3.2	0.5	.	-1	-1.3	32*	i	-1.1	0
51	O=C(Nc1cc(S(=O)(=O)N2CCOCC2)ccc1N1CCCC1)c1ccccc1F	.	1.5	.	-1	-1.2	-8	i	-3.2	0
52	CCCNC(=O)C(Cc1ccccc1C)NC(=O)c1ccc(C#N)cc1 (centres undefined)	-1.3	2.5	6.0	1	0.0	2	-0.6	-0.7	2
53	COc1cc2c3nc4n(c(=O)c3n(CC(=O)NCC3CCCO3)c2cc1OC)CCS4 (centres undefined)	-1.1	-0.4	-0.4	-4	0.2	14	i	-2.4	63*
54	COc1ccc(C)cc1N1CC(C(=O)Nc2cccc(C(=O)NC3CC3)c2)CC1=O (centres undefined)	.	0.1	.	-3	0.5	-3	-0.4	-1.4	-2
55	Cc1cc(NC(=O)CCN2CC(C)OC(C)C2)ccc1Br (centres undefined)	2.7	0.9	0.0	-5	-0.3	-2	0.5	-1.8	1
56	O=C(N/C(=C\c1ccc(F)cc1)C(=O)N1CCOCC1)c1ccccc1	2.0	0.4	0.0	6	-0.1	3	-0.5	0.8	0
57	Cc1ccc(-c2nnc(N3CCOCC3)c3ccccc23)cc1S(=O)(=O)NCC1CCCO1 (centres undefined)	-0.1	.	-1.5	11	2.3	8	i	-0.5	-2
58	CC12CCC(C(=O)N(NC(=O)c3ccccc3O)C1=O)C2(C)C (centres undefined)	-1.8	-2.4	65*	8	.	6	-0.3	-3.0	4
59	COC(=O)Cn1cnc2c(nnn2-c2ccc(C)cc2)c1=O	2.1	.	1.9	-3	.	8	i	-0.6	-1
60	Cc1ccccc1-c1nnc(SCC(=O)N2CCCC2)o1	-1.4	1.2	0.0	6	0.9	4	-0.2	-2.4	-1

# Other entries
no.	molecule	UGM FP inh	TcdB GH inh	PfHsp40 yeast	Yp Topo-I inh	BioA inh	GDH-TPI counter	BH1578 lux ind	FadD28 FP inh	FBA Mtb inh
61	Clc1ncc(Cn2cccn2)s1	-1.4	1.1	-0.4	2	.	-2	1.5	-1.2	4
62	CC(=O)Nc1cc(C(=O)N2CCc3ccccc3C2)ccc1Sc1ccc(Cl)cc1	0.5	0.5	1.9	-1	.	12	i	-3.2	2
63	CCCCCn1c(SCC(=O)OCC)nc2cc(C(=O)NCc3ccco3)ccc2c1=O	3.1	.	-0.9	9	-1.2	14	-0.3	-3.7	-2
64	CSc1ccc(CN2CCCC(CO)(Cc3ccccc3)C2)cc1 (centres undefined)	0.1	-1.1	-1.1	6	.	-2	0.6	-3.8	-2
65	N#C/C(=C\c1c(N2CCOCC2)nc2ccccn2c1=O)C(=O)NC1CCS(=O)(=O)C1 (centres undefined)	-0.3	0.6	.	-3	0.0	13	i	-2.2	+
66	O=C(c1cccc2c1-c1ccccc1C2)N1CCCCC1	-0.4	2.7	0.3	12	.	4	-0.4	-0.2	-1
67	CCn1c(SCC(=O)c2c[nH]c3ccccc23)nc2cc(S(=O)(=O)N3CCOCC3)ccc21	-4.7	.	0.7	-12	.	2	-0.6	-5.3	0
68	CCCOc1ccc(F)cc1-c1cc(C(=O)NCCOC)[nH]n1	.	1.5	.	1	0.5	5	i	-0.9	-1
69	CCN(CC(=O)NCc1cccs1)C(=O)/C=C/c1cc(OC)ccc1OC	.	0.2	0.5	5	3.4	21	-0.1	0.2	37*

# Compound profiles, from the list above. Order of screens: UGM FP inh, TcdB GH inh, PfHsp40 yeast, Yp Topo-I inh, BioA inh, GDH-TPI counter, BH1578 lux ind, FadD28 FP inh, FBA Mtb inh
# Cc1cccc(CNc2ncnc3ccc(-c4cccnc4)cc23)c1 reads 1.8, 1.5, 0.2, 0, 3.3, 8, i, -3.1, 7
# CCN(CC(=O)NCc1cccs1)C(=O)/C=C/c1cc(OC)ccc1OC reads ., 0.2, 0.5, 5, 3.4, 21, -0.1, 0.2, 37*
# COc1ccc(-c2noc(CN3CCN(C(=O)c4cccs4)CC3)n2)c(OC)c1OC reads -0.5, 0.9, 0.3, 17, 1.2, -1, -0.2, -0.7, 0
